MT1-MMP act inh – inhibitors of human MT1-MMP activation | P50281 | HT1080 RFP-PRO-GFP cells, GFP/RFP ratio fluorescence, overnight; percent of plate control window, DMSO zero | GFP/RFP ratio change, % at 20 µM | hit rate 0.061% among 360,000 | AID 651647;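 active = GFP/RFP ratio change of at least 30% with cell ATP level not reduced by more than half and red fluorescence within 50% of control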; note: strong numbers were not always called active
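Assay system: HT1080 RFP-PRO-GFP cells | Dosing: 20 µM single dose, 1% DMSO | Incubation: Cells overnight before dosing, compound overnight, 37 °C, 5% CO2 | Evaluation: GFP/RFP fluorescence ratio | Control set: DMSO-only wells and HT1080 RFP-L50D-GFP cell wells as references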
SKN-1 block – blocks SKN-1 activity in C. elegans; hit rate 0.49% among 360,000; inhibition, % at 21.8 µM; C. elegans VP596 Pgst-4::GFP/RFP ratio, acrylamide-induced, 24 h;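 active = interference check ratio from 0.5 to 1.5 plus GFP to RFP signal ratio inhibition reaching or exceeding a fixed threshold, cut at about 30% in these data, passing the limit was not always enough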; note: some compounds called inactive have numbers as strong as hits
MLLE-PAM2 inh – blocks PAM2 peptide binding to the PABP1 MLLE domain | inhibition, % at 20 µM | AID 588489 | hit rate 0.36% among 360,000 | P11940 | GST-MLLE / FITC-PAM2 fluorescence polarization; in the data active = inhibition above about 35%, passing the limit was not always enough;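 note: plate controls were DMSO wells with GST-MLLE for no effect and wells lacking GST-MLLE protein for full effect; some results filed as inactive read as strong as hits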
bovine MsrA act – bovine methionine sulfoxide reductase A activation | activation, % at 10.6 µM | hit rate 0.3% among 360,000 | purified bovine MsrA, absorbance read-out; in the data active = activation above about 7.5%;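 note: 0% = vehicle and 100% = reference activator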
E coli Lon inh – inhibitors of E. coli Lon protease; P0A9M0; inhibition, % at 7.94 µM; AID 602123; hit rate 0.42% among 360,000; purified E. coli Lon protease, fluorescence polarization; in the data active = inhibition above about 13%, passing the limit was not always enough;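 note: 0% = enzyme with probe and DMSO and 100% = no enzyme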
Target sequence (P0A9M0 whole entry, looked up): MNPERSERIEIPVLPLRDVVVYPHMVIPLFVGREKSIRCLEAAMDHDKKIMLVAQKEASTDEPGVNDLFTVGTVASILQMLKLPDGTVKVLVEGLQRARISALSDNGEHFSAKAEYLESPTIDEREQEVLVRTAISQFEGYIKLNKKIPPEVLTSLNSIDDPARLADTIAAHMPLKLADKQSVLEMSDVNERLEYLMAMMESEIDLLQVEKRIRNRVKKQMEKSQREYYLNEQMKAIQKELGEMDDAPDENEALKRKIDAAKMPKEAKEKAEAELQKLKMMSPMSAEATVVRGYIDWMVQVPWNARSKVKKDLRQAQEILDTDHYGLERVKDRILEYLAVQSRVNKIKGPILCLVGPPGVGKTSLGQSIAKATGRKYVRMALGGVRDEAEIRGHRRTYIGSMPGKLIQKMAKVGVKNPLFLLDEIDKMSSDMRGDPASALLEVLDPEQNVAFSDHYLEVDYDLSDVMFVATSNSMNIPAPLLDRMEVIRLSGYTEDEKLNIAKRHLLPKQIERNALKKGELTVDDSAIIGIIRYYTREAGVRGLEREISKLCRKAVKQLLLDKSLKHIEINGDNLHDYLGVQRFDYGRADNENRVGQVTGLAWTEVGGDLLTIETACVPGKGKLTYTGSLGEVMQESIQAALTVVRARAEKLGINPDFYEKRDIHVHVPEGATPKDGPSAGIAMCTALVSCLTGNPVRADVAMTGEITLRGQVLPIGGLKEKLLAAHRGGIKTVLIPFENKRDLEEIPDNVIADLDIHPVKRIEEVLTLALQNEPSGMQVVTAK
CendR NRP1 mod – alters CendR peptide binding to human NRP-1; FAM-RPARPAR peptide binding to NRP-1, fluorescence polarization; hit rate 0.85% among 360,000; inhibition, % at 25 µM;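 active = inhibition or corrected inhibition above about 18%, plus a signal ratio from 0.5 to 1.5, limit read from the data, passing the limit was not always enough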; note: strong numbers were not always called active
Neddylation inh – inhibitors of human cullin neddylation; TR-FRET cullin neddylation, biochemical; calls only at 25 µM; hit rate 0.58% among 360,000; AID 651699; in the data active = inhibition above about 36%
Rin1 Abl inh – human Rin1-Abl interaction inhibition. inhibition, % at 7.35 µM. hit rate 0.4% among 360,000. P00519+Q13671. TR-FRET Rin1/Abl binding, biochemical; in the data active = inhibition above about 5%, passing the limit was not always enough
FAS-TE inh – inhibitors of human fatty acid synthase thioesterase domain. P49327. recombinant FAS-TE, OMFH fluorogenic substrate, fluorescence endpoint. inhibition, % at 15 µM. hit rate 0.67% among 360,000. AID 602261;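 active = compounds whose normalised, plate-corrected inhibition of enzyme fluorescence in the single-dose primary screen is 50% or more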;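 note: 0% = DMSO with enzyme and 100% = substrate without enzyme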
Numbers without * were called inactive; i = inactive; nt = not tested or not shown.

SMILES	MT1-MMP act inh	SKN-1 block	MLLE-PAM2 inh	bovine MsrA act	E coli Lon inh	CendR NRP1 mod	Neddylation inh	Rin1 Abl inh	FAS-TE inh
O=C(CN1CCN(CCC(=O)Nc2ccccc2F)CC1)Nc1ccc(Cl)cc1	7.9	-16.1	1.8	-16.7	-2.5	7.6	i	-2.5	-1.3
CC1(C)CC(=O)C2=C(C1)Nc1[nH]n(-c3ccccc3)c(=O)c1C2c1ccc2c(c1)OCO2 (configuration not stated)	0.9	27.0	1.5	-4.4	2.5	3.7	i	-3.2	-7.8
Cc1ccc2nc(-c3ccc(NC(=O)Cc4cccs4)cc3)[nH]c2c1	9.0	-11.7	-1.4	-7.9	-0.8	5.6	i	4.1	-7.2
O=c1c2ccccc2ncn1-c1ccc(Cl)c(Cl)c1	2.5	10.6	1.2	-3.0	-6.6	11.3	i	-1.0	-9.1
O=C(O)c1ccc(S(=O)(=O)N2CCC(Cc3ccccc3)CC2)cc1	-3.2	11.4	5.6	-2.6	3.2	8.5	i	0.8	-3.1
O=C(Nc1cccnc1)Nc1ccccc1Cl	5.2	12.2	8.4	1.3	4.2	-0.9	i	1.4	-3.8
CCc1cc(C)cc(OCCNC(=O)c2cncc(Br)c2)c1	-1.9	-27.6	-10.9	-1.7	3.4	11.5	i	1.3	-0.8
CCOC(=O)C1CCCN(C(=O)CNS(=O)(=O)c2ccc(Br)s2)C1 (configuration not stated)	-0.1	21.2	6.1	-10.6	0.8	5.5	i	3.9	-1.9
Cc1cc(C)nc(SCC(=O)OC(C)C(=O)Nc2ccccc2)n1 (configuration not stated)	0.6	-9.8	-11.5	-4.1	4.0	21.1	i	1.3	-2.6
O=C(CNC(=O)c1ccc2c(c1)OCCO2)N/N=C/c1cccc(Br)c1	-0.4	-3.0	1.6	-1.5	-0.1	2.0	i	-0.1	14.7
CCOC(=O)/C(C#N)=C/c1ccc(N2CCN(C)CC2)cc1	-3.7	9.5	-26.0	1.0	-5.1	-17.2	i	-0.3	-12.6
CC(C)(C)N1CC23C=CC(C[C@@H]2C1=O)O3 (some centres not stated)	2.5	1.0	-1.2	-1.4	-8.8	11.4	i	0.8	-10.9
CCNC(=O)C1(C)CCN(C(=O)c2c(F)ccc(C)c2F)C1 (configuration not stated)	1.3	-16.9	3.7	-3.7	-3.9	-0.5	i	0.0	-5.1
COc1ccc(C(=O)N2CCC(C)(C(=O)NS(=O)(=O)C3CC3)C2)cc1 (configuration not stated)	0.3	-6.2	1.6	-1.4	-8.3	0.9	i	-0.7	-6.6
O=C(CSc1ccc([N+](=O)[O-])cc1)Nc1cccc(S(=O)(=O)N2CCOCC2)c1	3.5	-5.1	36.4	-3.5	-6.1	6.2	i	1.9	24.6
CN(C1CCCCC1)S(=O)(=O)c1ccc(Cl)c(C(=O)O)c1	-4.8	26.1	-1.5	0.2	-4.0	-5.5	i	1.8	-6.6
CCNS(=O)(=O)c1ccc(CCC(=O)NCc2ccncc2)cc1	1.3	-12.6	-10.9	-6.3	-6.8	-1.0	i	3.2	-4.7
COc1cc(NC(=O)CCCSc2nc(-c3ccco3)cc(C(F)(F)F)n2)cc(OC)c1OC	0.5	-2.7	-0.7	4.6	-8.6	8.5	i	0.3	13.6
N=C1C(c2ccccc2)=C(O)CN1c1ccccc1N1CCOCC1	-0.9	-0.6	-10.6	-0.6	1.5	6.0	i	1.0	-6.2
CCn1c(COc2ccc3c(c2)OCO3)nnc1SCC(=O)O	1.3	-1.0	-20.8	-3.1	-8.2	9.0	i	-1.2	-7.4
C=C1C(=O)O[C@@H]2[C@H]1[C@@H](OC(=O)/C(C)=C/C)C/C(C)=C\C(=O)/C=C(\C)[C@@H]2O	-4.1	18.7	-14.4	-1.9	-3.4	-14.3	i	0.2	-11.5
Cc1ccc(S(=O)(=O)NC2CC(C)(C)N(O)C(C)(C)C2)cc1	-1.9	-2.0	7.2	-1.8	-4.9	-2.5	i	0.4	-3.9
C[C@@H]1CN(C2CCN(Cc3nc(CC4CC4)no3)CC2)C[C@H](C)O1	2.3	8.9	-0.8	-4.9	-7.7	-3.5	i	3.4	-5.7
COc1cc(-c2nnn(CC(=O)NC3CCS(=O)(=O)C3)n2)ccc1OCc1ccccc1 (configuration not stated)	1.3	13.4	13.3	0.1	3.7	-6.2	i	-0.3	17.8
COC(=O)c1sccc1NC(=O)c1cccs1	0.6	2.1	-1.8	-5.4	-1.9	-7.8	i	-11.5	-6.0
The results go on.
SMILES	MT1-MMP act inh	SKN-1 block	MLLE-PAM2 inh	bovine MsrA act	E coli Lon inh	CendR NRP1 mod	Neddylation inh	Rin1 Abl inh	FAS-TE inh
O=C(NCc1ccccn1)c1cc(-c2ccc(Cl)cc2)oc1C(F)(F)F	3.2	1.8	-12.4	0.0	-9.2	-1.0	i	-0.6	25.0
COc1ccc(N2CCN(C(C)C(=O)N3CC(C)OC(C)C3)CC2)cc1 (configuration not stated)	1.2	0.2	4.0	-10.1	-0.7	8.3	i	-3.6	-5.7
CCOc1ccccc1CNn1cnnc1SCC(=O)NC(C)(C)C	-1.0	11.5	-9.6	0.9	-4.0	7.5	i	5.1	-9.1
COc1cccc(N(C(=O)c2cccs2)c2nc3ccccc3s2)c1	-1.5	-10.8	5.5	-0.6	-1.6	-10.7	i	-6.5	22.8
O=C(O)c1ccc([N+](=O)[O-])cc1-c1cc([N+](=O)[O-])ccc1C(=O)O	1.6	4.5	4.9	-2.5	-13.9	-26.7	i	0.0	-8.6
COC(=O)Nc1ccc(S(=O)(=O)N2CCCC(C(=O)NC3CCCCC3)C2)cc1 (configuration not stated)	0.2	10.2	11.0	-3.8	0.1	9.8	i	-3.0	-7.4
CC1CCN(S(=O)(=O)c2ccc([N+](=O)[O-])cc2)CC1	-2.7	0.9	-1.3	0.9	-13.8	1.7	i	-2.3	4.8
Cc1ccc2c(CC(=O)NC3CCCc4ccccc43)coc2c1 (configuration not stated)	-7.0	-10.4	0.7	-11.1	-3.1	-3.7	i	2.5	18.5
CCN(CC(=O)NCc1ccc(Cl)cc1)C(=O)/C=C/c1ccc(Cl)c([N+](=O)[O-])c1	2.6	-0.5	-3.1	-2.1	-17.3	0.1	i	3.7	65.0*
O=C(CCc1nc(-c2ccccc2Cl)no1)NCCc1ccccc1	0.1	4.3	-0.1	0.7	-8.2	3.9	i	1.1	1.0
CC(C)c1nc2cc(C(=O)N(C)C3CCOCC3)ccc2o1	-0.9	-22.7	-3.8	-2.3	-8.7	-5.2	i	-2.4	-7.4
CC1CCCCC1NC(=O)CN1C(=O)CSc2cc(S(=O)(=O)N3CCCCCC3)ccc21 (configuration not stated)	2.2	0.3	-3.5	-2.4	3.4	1.7	i	-0.3	24.3
COC(=O)c1cc(Cl)c(N)cc1OC	-3.2	6.3	20.8	-3.9	1.2	-4.6	i	-0.9	-5.4
COc1ccc(-n2c(SC(C)C(=O)Nc3ccc(NC(C)=O)cc3)nc3ccccc3c2=O)cc1OC (configuration not stated)	2.8	2.1	2.9	-3.2	3.0	-6.3	i	3.7	1.1
CC1CCN(C(=O)CN2C(=O)NC3(CCCCCC3)C2=O)CC1	0.4	1.4	0.1	-1.6	-7.0	0.6	i	2.0	-7.6
Cc1sc2cc(-c3cccc([N+](=O)[O-])c3)c(-c3cccc([N+](=O)[O-])c3)c[n+]2c1C	0.0	6.0	12.8	-5.1	5.6	-5.8	i	-1.1	-4.0
C[C@@H]1CN([C@@H](C)CO)C(=O)CCCn2nncc2CO[C@@H]1CN(C)C(=O)c1ccccc1	1.2	3.7	-6.9	-1.7	-8.8	-13.7	i	0.1	-8.2
CCOC(=O)c1ccccc1NC(=O)c1cccc2c1C(=O)N(C1CCN(C(=O)OCC)CC1)C2	4.9	-5.2	2.7	-0.2	-4.3	2.8	i	3.0	5.2
Cc1ccc(S(=O)(=O)N(C)C)cc1NC(=S)NC(C)CCCC(C)C (configuration not stated)	-3.0	8.3	2.9	6.9	-6.1	0.2	i	-0.7	58.3*
Cc1cc(C)n(-c2nc3c(c(=O)[nH]c(=O)n3C)n2CC(O)COc2ccccc2)n1 (configuration not stated)	-2.1	-5.0	7.3	-3.2	-3.6	13.5	i	0.4	-2.8
O=C(c1cc(-c2ccccc2)nn1-c1ccccc1)N1CCN(S(=O)(=O)c2c(F)cccc2F)CC1	0.8	4.8	-8.3	-5.5	7.8	4.9	i	1.7	40.9
COCC(CN1CCN(C2=NS(=O)(=O)c3ccccc32)CC1)OC(=O)c1ccccc1 (configuration not stated)	1.1	0.0	-0.9	-3.4	8.3	9.3	i	-3.4	-4.0
CSc1nc2[nH]c3c(c2c2nnnn12)CCCC3	-1.8	-8.1	-23.3	-10.8	-10.8	-3.5	nt	-2.2	0.3
O=C(NNS(=O)(=O)c1ccccc1)C1CCCCC1	-0.6	-16.2	-0.1	-2.6	3.7	3.0	i	1.4	-4.4
C=C1CCC(OC(C)=O)C2(C)CCC3C(C)C(=O)OC3C12O (configuration not stated)	0.8	-23.4	-4.0	-6.2	-4.8	2.8	i	3.4	-8.3
The list continues:
SMILES	MT1-MMP act inh	SKN-1 block	MLLE-PAM2 inh	bovine MsrA act	E coli Lon inh	CendR NRP1 mod	Neddylation inh	Rin1 Abl inh	FAS-TE inh
CSc1nc2ccc(NS(=O)(=O)c3ccc4c(c3)OCCO4)cc2s1	0.1	-4.6	-12.8	-4.8	-5.4	1.2	i	0.7	11.5
Cc1cccc(N2CCN(C(=O)Cc3ccc(-n4c(=O)[nH]c5ccsc5c4=O)cc3)CC2)c1C	1.9	-5.5	-6.1	-1.8	-8.5	0.0	i	1.3	-2.1
CC(C)CCn1c(SCC(=O)Nc2ccccc2C(F)(F)F)nc2nccnc2c1=O	-0.1	-1.8	-12.1	-4.9	6.0	6.1	i	2.6	8.8
CCc1ccc(-c2nn(Cc3ccccc3)cc2C(=O)NCC2CCCO2)cc1 (configuration not stated)	1.0	22.1	3.2	-3.0	-7.4	-4.6	i	-0.2	1.1
O=c1[nH]snc1-c1c(Cl)cccc1Cl	-2.4	2.1	-0.5	-0.3	-2.3	-3.8	i	2.2	-3.2
Cc1ccc(NCCC#N)cc1C	-4.7	-1.9	7.4	0.8	-19.6	-5.9	i	2.1	-9.8
O=C(Nc1ccc(F)cc1)C(c1ccccc1)N1CCN(CC(=O)N2CCCC2)CC1 (configuration not stated)	-5.1	-5.3	-22.4	-6.0	-8.4	12.7	i	2.5	-6.6
Cc1oc(-c2ccccc2)cc1C(=O)Nc1cccc2ccccc12	9.5	8.2	17.7	-1.8	-13.7	-2.8	i	-2.6	16.9
CCOC(=O)CCc1c(C)c2ccc(OC3CCCCC3=O)c(C)c2oc1=O (configuration not stated)	6.8	0.9	0.3	-2.5	1.1	-9.6	nt	-2.5	5.2
COc1ccc(OC(=O)COc2cc(C)ccc2C)cc1	0.0	-13.0	8.4	-3.8	2.4	12.2	i	0.0	9.9

One compound at a time (already shown).
CC(C)CCn1c(SCC(=O)Nc2ccccc2C(F)(F)F)nc2nccnc2c1=O across the screens: MT1-MMP act inh = -0.1; SKN-1 block = -1.8; MLLE-PAM2 inh = -12.1; bovine MsrA act = -4.9; E coli Lon inh = 6.0; CendR NRP1 mod = 6.1; Neddylation inh = i; Rin1 Abl inh = 2.6; FAS-TE inh = 8.8
COc1ccc(OC(=O)COc2cc(C)ccc2C)cc1 across the screens: MT1-MMP act inh = 0.0; SKN-1 block = -13.0; MLLE-PAM2 inh = 8.4; bovine MsrA act = -3.8; E coli Lon inh = 2.4; CendR NRP1 mod = 12.2; Neddylation inh = i; Rin1 Abl inh = 0.0; FAS-TE inh = 9.9

Taken from above:
CendR NRP1 mod with `Cc1ccc(NCCC#N)cc1C` is entered as -5.9
CendR NRP1 mod with `O=c1[nH]snc1-c1c(Cl)cccc1Cl` is entered as -3.8

Screens (PubChem BioAssay)
